HSF1 inh – HSF1 inhibition. AID 2098. 300,000 compounds, 0.77% hits. NIH3T3-HGL HSE-luciferase, MG132-induced, luminescence 8 h; hits give low values. activity change, negative = inhibition, % at 7.5 µM (by protocol);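 active = more than half of replicate wells show activity change below -50%, luminescence cut by over half; inconclusive = some wells, but at most half, below -50%; inactive = no replicate well below -50%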;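 also: luciferase reports HSF-1 transcriptional activity via heat shock element; 0% = median of DMSO wells and -100% = zero luminescence signal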
AI-2 QS modul – modulates the Vibrio harveyi AI-2 quorum sensing system | Vibrio harveyi JMH597 AI-2 luminescence/OD600 ratio, 9 h; hits give low values; strain lacks LuxN and CqsS sensors; 0 = neutral-control median | 300,000 compounds, 0.4% hits | activity change, % at 7.5 µM | AID 2094; in the data active = activity change below about -75%, passing the limit was not always enough; inconclusive = no clear call, values can overlap the other calls;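 also: luminescence divided by OD600 gain over 9 h not by final OD600 alone; inactives centre near 13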
HIF act – HIF pathway transcriptional activation; 300,000 compounds, 0.32% hits; AID 1910; U2OS HRE-luciferase reporter, luminescence; normalized: DMSO 0%, desferrioxamine 100%; activation, % at 7.5 µM (by protocol);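 active = mean activation of at least 10% of the iron chelator positive control signal, with at least half of replicates also reaching 10%; inconclusive = mean and replicate majority disagree about reaching 10%; inactive = mean and most replicates under 10%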
KLF5 inhibitor – inhibitors of KLF5 expression | DLD-1 KLF5 promoter-luciferase reporter, luminescence | inhibition, % at 5 µM | 290,000 compounds, 0.23% hits | AID 1700;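 active = inhibition above a per-plate limit of that plate's mean compound inhibition plus 3 SD, cut at about 60% in these data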;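 also: 0% = DMSO wells and 100% = LY294002 at 200 µM; higher means less KLF5 promoter-driven luciferase light; inactives centre near -14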
aSyn UTR inh – 5' untranslated region of α-synuclein, MLPCN primary screen; 300,000 compounds, 0.82% hits; AID 1813; inhibition, % (tested at 7.5 µM); alpha-synuclein 5'UTR reporter, inhibitor activity; in the data active = inhibition above about 60%; inconclusive = no clear call, values can overlap the other calls;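 also: H4 neuroglioblastoma cells stably carrying SNCA 5'UTR luciferase fusion; 0% = DMSO wells and 100% = positive control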
GSK3 alpha inh – blocks human GSK-3 alpha kinase. 320,000 compounds, 0.1% hits. ADP-Glo luminescence, 60 min. inhibition, % at 10 µM. P49840;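 in the data active = inhibition above about 50%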;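 also: GST-tagged GSK-3 alpha with peptide substrate and 25 µM ATP; 0% = DMSO neutral wells and 100% = GW8510 positive control wells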
Target sequence (P49840 whole entry, looked up): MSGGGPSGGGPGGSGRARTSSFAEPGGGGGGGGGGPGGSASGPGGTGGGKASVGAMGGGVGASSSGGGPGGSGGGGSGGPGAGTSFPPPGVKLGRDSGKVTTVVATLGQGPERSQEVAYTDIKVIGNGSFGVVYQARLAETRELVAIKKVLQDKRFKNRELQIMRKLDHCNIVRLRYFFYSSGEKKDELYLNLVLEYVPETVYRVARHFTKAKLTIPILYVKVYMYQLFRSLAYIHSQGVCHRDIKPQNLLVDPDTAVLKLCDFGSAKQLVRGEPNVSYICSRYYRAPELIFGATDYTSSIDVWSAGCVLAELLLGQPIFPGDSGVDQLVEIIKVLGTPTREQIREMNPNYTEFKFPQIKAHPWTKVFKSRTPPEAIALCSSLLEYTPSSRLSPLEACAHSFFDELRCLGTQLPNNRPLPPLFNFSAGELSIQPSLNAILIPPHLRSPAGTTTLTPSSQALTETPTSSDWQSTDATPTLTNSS
IEC-6 tox – counter-screen for KLF5 inhibitors: cytotoxicity in IEC-6 cells; 290,000 compounds, 0.78% hits; AID 1825; inhibition, % at 5 µM; IEC-6 cytotoxicity, luminescence viability; in the data active = inhibition above about 22%;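 also: 0% = plate median of test compound wells and 100% = cytotoxic reference compound wells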
HSP90 refold inh – blocks HSP90-mediated luciferase refolding in reticulocyte lysate. inhibition, % at 5.6 µM. AID 1789. Rabbit reticulocyte lysate, luciferase refolding luminescence, 3 h. 290,000 compounds, 0.91% hits;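 active = inhibition above the screen-wide mean plus 3 SD, computed separately per campaign, cut at about 16% in these data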;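 also: 0% = DMSO wells and 100% = 60 µM geldanamycin wells; inhibitors lower the luminescence because luciferase stays unfolded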
GSK3beta inhib – human GSK3beta kinase inhibition | AID 2097 | activity score (negative = inhibition), % at 10 µM | P49841 | GST-GSK3beta kinase, ADP-Glo luminescence, 60 min; hits give low values | 300,000 compounds, 0.038% hits;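 active = more than half of replicate wells score below -50%, meaning over 50% inhibition versus plate controls; inconclusive = some replicates but at most half score below -50%; inactive = no replicate scores below -50%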;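 also: 0% = median DMSO wells and -100% = median GW8510 positive control wells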
Target sequence (P49841 whole entry, looked up): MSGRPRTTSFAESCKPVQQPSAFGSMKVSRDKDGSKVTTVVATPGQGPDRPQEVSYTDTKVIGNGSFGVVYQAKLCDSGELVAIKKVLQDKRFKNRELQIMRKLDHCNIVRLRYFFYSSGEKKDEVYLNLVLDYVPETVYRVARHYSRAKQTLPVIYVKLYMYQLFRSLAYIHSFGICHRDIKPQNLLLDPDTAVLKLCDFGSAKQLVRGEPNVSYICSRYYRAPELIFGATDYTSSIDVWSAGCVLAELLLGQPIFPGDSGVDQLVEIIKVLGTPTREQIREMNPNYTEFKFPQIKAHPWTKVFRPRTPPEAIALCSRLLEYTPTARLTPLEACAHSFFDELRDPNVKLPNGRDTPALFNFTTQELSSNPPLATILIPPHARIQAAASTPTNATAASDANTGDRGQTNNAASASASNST
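Test system – GST-tagged human GSK3beta kinase, cell-free · Incubation – 60 min enzyme reaction, room temperature · Signal – ADP-Glo luminescence · Also added – peptide substrate and ATP at 25 µM · Controls – DMSO neutral wells and GW8510 at 20 µM as positive · Buffer or medium – Tris/MgCl2 kinase buffer · Measure – Luminescence-derived activity versus plate DMSO and GW8510 wells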
HSF1 activator – increases HSF-1 driven luciferase reporter signal. 300,000 compounds, 1.7% hits. activation, % at 9 µM. NIH3T3-HGL HSF-1 luciferase reporter, MG132, 8 h; 100% = twice DMSO control signal;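 active = mean replicate activation of at least 50% with a set share of replicates each reaching 50%; inconclusive = only one of those two conditions met; inactive = mean below 50% and too few replicates reaching it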;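 also: 0% = median of the neutral control wells and 100% = twice that signal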
The depositor's hits bear a star; ? = inconclusive; · = not tested or not shown.

SMILES	HSF1 inh	AI-2 QS modul	HIF act	KLF5 inhibitor	aSyn UTR inh	GSK3 alpha inh	IEC-6 tox	HSP90 refold inh	GSK3beta inhib	HSF1 activator
O=C(NCCOC(=O)c1ccccc1C(=O)OCCNC(=O)c1cccnc1)c1cccnc1	-8	-3	0.3	-29	-4	-3	-5	2	0	11
S=c1[nH]nc(-c2ccc3c(c2)OCO3)n1-c1ccccc1	-6	5	-1.7	2	8	-2	4	1	2	4
Cc1cc2c(cc1S(=O)(=O)N(C)Cc1ccccc1)n(C)c(=O)c(=O)n2C	-3	6	-0.2	-1	20	-5	2	-3	2	-8
CCOC(=O)C1CCN(S(=O)(=O)c2cn(C)c(C)n2)CC1	-5	15	-0.5	-26	17	-1	-7	-5	-2	-4
CCCCOc1cccc(/C=C(\C#N)C(=O)NC2CC2)c1	-2	11	-1.0	-13	-9	1	5	-1	3	7
Cc1cc(C)nc(/N=C(\N)Nc2ccc(OCc3ccccc3)cc2)n1	0	24	0.6	-87	12	4	8	1	0	-4
O=C(CN(CCCN1CCOCC1)C(=O)Cn1nnc(-c2ccc(F)cc2)n1)NC1CCCCC1	0	-7	-0.2	-28	13	-1	2	2	3	-2
Cc1cc(C(F)F)n2ncc(C(=O)NCc3ccccc3C(F)(F)F)c2n1	-2	15	-0.8	-18	33	-3	-1	-3	3	-4
NS(=O)(=O)c1cccc(NC(=O)COC(=O)CC2CC3CCC2C3)c1 (centres undefined)	-10	3	-0.4	-19	-6	-2	10	-4	1	-22
CCCCn1c(=O)c(CCC(=O)OCC(=O)Nc2cccc3ccccc23)nc2ccccc21	20	23	-1.9	-20	22	-1	-12	5	-2	37
C/C(=N\N=C(N)N)c1cc(Cl)ccc1Cl	-9	21	-0.2	-3	65*	-3	31*	3	1	-16
COc1ccc2nc(NC(=O)Cc3cccs3)sc2c1	37	8	2.5	-143	-132	1	0	1	-12	65*
O=C(CN(Cc1ccccc1)C(=O)c1cc2c(s1)CCC2)NCc1cccs1	4	1	-0.8	2	21	1	1	-1	0	5
O=C(c1cc(F)ccc1F)C1CCCN(C(=O)CCCN2CCCCC2=O)C1 (centres undefined)	6	17	0.1	-7	-3	0	0	3	-1	-14
COCCN(Cc1cc2cccc(C)c2n2nnnc12)C(=O)C(F)(F)F	8	15	0.0	-4	-16	-3	5	4	5	-3
CCC1(C)C(Nc2c(C)cccc2C)=NC(=S)N1c1ccc(NC(C)=O)cc1 (centres undefined)	6	9	0.1	-16	3	·	-8	0	-1	3
CCOc1ccccc1N(CC(=O)NC1CCCCC1)C(=O)c1nsc(Cl)c1Cl	5	0	-0.6	-26	-28	-3	-1	1	0	-9
CCc1ccc(NC(=O)CCCn2nc(CC)n3c(cc4occc43)c2=O)cc1	-1	35	0.6	-6	1	-2	-11	-5	1	-13
COc1ccc(NC(=O)/C(C#N)=C/c2ccc(Br)o2)cc1	8	33	2.0	-27	-66	1	-1	-1	-1	11
CN(C)c1ccc(N/C=C/C(=O)C(F)(F)F)cc1	-2	10	0.8	-29	-45	0	-16	13	2	3
CN(CC(=O)Nc1c(Cl)cccc1Cl)C(=O)CCc1nc2sc3c(c2c(=O)[nH]1)CCCC3	-2	15	-0.3	·	10	-2	·	·	2	-7
COc1ccc(/C=C2/C(=O)ON=C2c2ccccc2)cc1OC	4	23	-0.3	-12	-12	0	-2	0	-2	5
Cc1ccc(NC(=O)CNC(=O)Cc2cccc3ccccc23)nc1	-3	27	0.0	-21	10	-5	-1	3	0	1
Cc1ccc(NC(=S)Nc2c(C)n(C)n(-c3ccccc3)c2=O)cc1Cl	2	3	0.2	1	11	-2	9	-1	4	-5
Cc1ccc(Nc2cccccc2=O)cc1	35	8	3.0	-48	-101	-6	-9	3	3	?
O=C(NC(=S)Nc1ccc(CN2CCOCC2)cc1)c1ccc(-c2ccc(Br)cc2)o1	-23	2	-0.7	13	-36	1	0	-1	-3	-37
O=C(COC(=O)c1ccc2c(c1)OCCO2)NCc1ccccc1	-3	0	0.1	-1	-23	-1	-4	0	1	19
COc1ccc(NC(=O)c2[nH]c(C)c(C(C)=O)c2C)cc1S(=O)(=O)Nc1ccc(Br)cc1	37	5	-0.4	-11	8	-2	-5	0	1	89*
CC(c1ccco1)N(C(=O)c1ccc(Cl)c([N+](=O)[O-])c1)c1ccccn1 (centres undefined)	1	-9	-0.2	-20	-23	-3	-3	3	1	5
Cc1cc(C)cc(NC(=O)c2cccc(NC(=O)C3C4CC5OC(=O)C3C5C4)c2)c1 (centres undefined)	2	24	-0.5	-15	26	-2	5	8	-1	10
CN1CCN(C(=O)C2=C[C@H](C3CC3)C[C@H](OCc3ccc(CO)cc3)O2)CC1	0	10	-0.2	·	-3	-1	·	·	-1	13
Nc1nc(SCc2ccc(Cl)cc2Cl)nc2nc3c(cc12)CCCC3	8	20	-0.1	7	-9	-5	-3	9	0	-4
CCOC(=O)c1c(C)n(S(=O)(=O)c2ccc(C)cc2)c2ccc(O)c(C(=O)O)c12	-2	-12	0.0	-29	-4	-5	-12	-4	3	-3
O=C(CNCc1cccs1)Nc1cc(S(=O)(=O)N2CCCC2)ccc1Cl	0	1	-0.2	-45	12	-2	0	0	3	16
CCOc1ccc(-c2n[nH]c(C)c2-c2ccccn2)c(O)c1	10	28	-0.9	9	7	10	4	-2	3	13
CCOc1ccc(CCNS(=O)(=O)c2c(C)nc3scc(C)n3c2=O)cc1OCC	-7	·	-3.6	12	34	4	1	-2	·	5
Clc1ccc(CSc2ncn(-c3ccccc3)n2)cc1	14	-42	0.6	-9	-6	-12	-1	0	-2	4
COCCCN(C(=S)Nc1c(C)cc(C)cc1C)C(C)c1ccncc1 (centres undefined)	-2	-1	-0.5	-30	-1	-3	-1	2	2	11
C=CCn1c(SCC(=O)NCc2ccco2)nnc1C1CCCCC1	7	20	-8.8	·	17	0	·	·	-1	0
COC(=O)CSc1nc2c(c(C3CC=CCC3)c1C#N)CCC2 (centres undefined)	0	4	-0.3	-28	-2	0	-2	0	0	16

Part of the list above in order of formula weight, smallest number first:
SMILES	HSF1 inh	AI-2 QS modul	HIF act	KLF5 inhibitor	aSyn UTR inh	GSK3 alpha inh	IEC-6 tox	HSP90 refold inh	GSK3beta inhib	HSF1 activator
CCOc1ccc(-c2n[nH]c(C)c2-c2ccccn2)c(O)c1	10	28	-0.9	9	7	10	4	-2	3	13
CCOc1ccc(CCNS(=O)(=O)c2c(C)nc3scc(C)n3c2=O)cc1OCC	-7	·	-3.6	12	34	4	1	-2	·	5
CN(CC(=O)Nc1c(Cl)cccc1Cl)C(=O)CCc1nc2sc3c(c2c(=O)[nH]1)CCCC3	-2	15	-0.3	·	10	-2	·	·	2	-7

Grouped by structure: the compounds so far with a thiophene ring, fused or not
SMILES	HSF1 inh	AI-2 QS modul	HIF act	KLF5 inhibitor	aSyn UTR inh	GSK3 alpha inh	IEC-6 tox	HSP90 refold inh	GSK3beta inhib	HSF1 activator
COc1ccc2nc(NC(=O)Cc3cccs3)sc2c1	37	8	2.5	-143	-132	1	0	1	-12	65*
O=C(CN(Cc1ccccc1)C(=O)c1cc2c(s1)CCC2)NCc1cccs1	4	1	-0.8	2	21	1	1	-1	0	5
CN(CC(=O)Nc1c(Cl)cccc1Cl)C(=O)CCc1nc2sc3c(c2c(=O)[nH]1)CCCC3	-2	15	-0.3	·	10	-2	·	·	2	-7
O=C(CNCc1cccs1)Nc1cc(S(=O)(=O)N2CCCC2)ccc1Cl	0	1	-0.2	-45	12	-2	0	0	3	16

(cont.)
SMILES	HSF1 inh	AI-2 QS modul	HIF act	KLF5 inhibitor	aSyn UTR inh	GSK3 alpha inh	IEC-6 tox	HSP90 refold inh	GSK3beta inhib	HSF1 activator
CCOc1ccc(S(=O)(=O)NCCC(=O)NC2CCCCC2)cc1	1	13	-0.4	·	-2	-1	·	·	-3	9
CCOC(=O)c1c(C(F)(F)F)nc2ncccn12	-5	14	-43	-26	1	0	2	6	-1	8
CC(C)c1nnc(NC(=O)c2cccnc2)s1	4	27	1.0	-73	-25	-2	2	3	-6	-7
Cc1ccc2[nH]c(=O)cc(C(=O)OCC(=O)c3ccc(F)cc3)c2c1	0	23	-0.2	-19	-22	-3	-3	-2	0	7
CCN(CC)S(=O)(=O)c1cccc(-c2nnc(SCC(=O)NC3CCCCCC3)n2N)c1	5	9	-0.7	-17	7	-1	-4	-1	3	0
CCCOc1ccc(C(=O)NCCCn2ccnc2)cc1	4	38	0.1	-21	-10	-3	-3	-4	0	14
Cc1cc(C)c(NC(=S)N2CCC(N(C)CC3CCCO3)CC2)c(C)c1 (centres undefined)	-3	12	2.9	-3	-46	·	27*	2	-11	7
Cc1nn(C(=O)c2cccc([N+](=O)[O-])c2)c(C)c1Cl	-7	11	1.5	-33	15	-3	-4	0	-2	0
CN(C)c1ccc(C(=O)Nc2nnc(C3=COCCO3)o2)cc1	8	21	1.2	-21	-20	-1	-3	-7	1	34
CN(C(=O)Nc1ccccc1)n1cnc2ccccc2c1=O	-7	6	-0.2	-2	10	0	-1	2	-2	-10
NS(=O)(=O)c1ccc(NC(=O)COC(=O)C23CC4CC(CC(C4)C2)C3)cc1	4	2	-54	-9	-23	-1	-2	2	1	2
COc1ccccc1C(=O)Nc1ccc(C(=O)N2CCCC2)cc1	-3	14	0.2	-49	-20	-1	-1	1	-5	12
Cc1ccc(S(=O)(=O)NC(=O)c2ccc(-c3ccc(-c4ccccc4)cc3)o2)c(C)c1	-3	21	1.2	15	13	-9	-7	-3	2	-3
O=C(O)c1cc(-c2cccs2)nn1-c1cccc(Cl)c1	-2	6	-0.3	1	25	-4	3	2	3	-5
COC(=O)c1ccc(CSc2ccc3nnc(-c4cccc(F)c4)n3n2)o1	9	22	-0.3	-56	24	21	-5	-1	2	28
CC(C)(C)N(Cc1cc2ccccc2[nH]c1=O)C(=O)c1cccc([N+](=O)[O-])c1	5	25	-2.6	-22	20	0	2	-1	-7	18
CC(C)Cn1c(N)c(C(=O)CCl)c(=O)n(C)c1=O	-1	22	-0.5	-25	20	0	1	-2	-5	8
CC(=O)c1cccc(NC(=O)CN2C(=O)c3ccccc3C2=O)c1	-46	-96*	0.4	-30	13	0	-8	1	2	-56
COc1nc(NCC(C)C)nc(Oc2ccc(=O)n(-c3ccccc3)n2)n1	6	28	0.0	14	29	0	7	4	-3	11

Assay outcomes as filed in PubChem BioAssay.
